LAP4-GFP MLPCN – yeast TOR pathway LAP4-GFP modulation | AID 2023 | GFP response vs DMSO, % at 10 µM | 320,000 tested, 0.34% active | S. cerevisiae LAP4-GFP multiplex, flow cytometry GFP, 3 h; median GFP as percent of DMSO wells;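 active = GFP response vs DMSO above a set limit, about the screen mean plus 3 SD, cut at about 150% in these data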
ZTA DNA inh – blocks Epstein-Barr virus ZTA, an EBNA-1 counter-screen; P03206; ZTA-DNA binding, fluorescence polarization; 320,000 tested, 0.15% active; inhibition, % at 11 µM; in the data active = inhibition above about 33%
EBNA-1 inh – blocks EBNA-1 binding to DNA; EBNA-1 DNA binding, fluorescence polarization; 300,000 tested, 0.34% active; inhibition, % at 14.8 µM; in the data active = inhibition above about 28%
AHR act – activates the human aryl hydrocarbon receptor; AHR-responsive luciferase reporter cells, luminescence; activation, % at 5 µM; 320,000 tested, 2.5% active; in the data active = activation above about 47%;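 also: 0% = vehicle wells and 100% = reference agonist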
MEP2-GFP yeast – alters MEP2-GFP fluorescence in TOR pathway yeast screen; S. cerevisiae MEP2-GFP strain, flow cytometry GFP, 3 h; 100% = DMSO control level; GFP response vs DMSO, % at 10 µM; 330,000 tested, 0.51% active; AID 2016;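 active = GFP response versus DMSO above a set limit, roughly screen mean plus 3 SD, cut at about 180% in these data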;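 also: median GFP fluorescence of the barcode-gated MEP2-GFP cells per well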
RPL19A TOR yeast – yeast TOR pathway RPL19A-GFP modulation; S. cerevisiae RPL19A-GFP strain, flow cytometry, 3 h; active compounds read low; percent response vs DMSO, % at 10 µM; 330,000 tested, 0.3% active; AID 2025;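 active = percent response vs DMSO below 50%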;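 also: median channel GFP fluorescence of the barcoded RPL19A-GFP strain; ratio of sample median GFP to plate DMSO average so 100% = DMSO; lower means less RPL19A-GFP as with rapamycin TOR inhibition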
proCasp3 act – activators of human procaspase-3; P42574; recombinant procaspase-3 D3A, Ac-DEVD-pNA absorbance 405 nm; activation, % at 8.5 µM; 330,000 tested, 0.11% active;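 active = activation above the mean of all tested compounds plus 3 SD, cut at about 21% in these data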;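 also: 0% = DMSO alone and 100% = DMSO wells spiked with extra 5 µM PC-3 D3A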
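Assay system: Autoprocessing-dead procaspase-3 D3A mutant enzyme; also added: Ac-DEVD-pNA; doses: one concentration, 8.5 µM nominal, 0.8% DMSO; times: 1 h compound preincubation, 2 h substrate hydrolysis at 25 °C; technique: 405 nm absorbance of p-nitroaniline, reads at 0 and 120 min; measure: % activation between DMSO and enzyme-spiked controls; repeats: single replicate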
proCasp7 act – activates human procaspase-7, counter-screen for procaspase-3 activators; P55210; recombinant procaspase-7, Ac-DEVD-pNA absorbance 405 nm; D23A/D198A/D206A triple mutant, cannot self-cleave; scale: DMSO 0, 5 µM enzyme 100; activation, % at 8.5 µM; 330,000 tested, 0.093% active;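 active = percent activation above the screen-wide mean plus 3 SD, cut at about 25% in these data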
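Material: Procaspase-7 triple mutant (PC-7 D3A) | Quantity: 2 µM procaspase-7 mutant as dispensed | Reagent: DEVD-pNA substrate | Times: 1 h preincubation, 2 h reaction | Technique: 405 nm absorbance of p-nitroaniline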
Active calls of the source: *; & = joins results of further samples.

CC(C)CC(=O)Nc1nc2ccc(S(=O)(=O)N3CCOCC3)cc2s1 was read as LAP4-GFP MLPCN 97.4, ZTA DNA inh 9.6, EBNA-1 inh -2.0, AHR act 8.2, MEP2-GFP yeast 97.7, RPL19A TOR yeast 100.6, proCasp3 act -9.8 and proCasp7 act 8.6.
`O=C(CSc1ccc(F)cc1)Nc1ccc(N2CCOCC2)cc1` gave LAP4-GFP MLPCN 97.1, ZTA DNA inh 4.8, EBNA-1 inh 5.9, AHR act 2.1, MEP2-GFP yeast 96.0, RPL19A TOR yeast 108.1, proCasp3 act 0.7 and proCasp7 act 4.8.
`COc1ccc2oc(C(=O)OCC(=O)N(C)c3c(N)n(Cc4ccccc4)c(=O)[nH]c3=O)c(C)c2c1` gave LAP4-GFP MLPCN 108.2, ZTA DNA inh -8.3, EBNA-1 inh 2.8, AHR act 2.7, MEP2-GFP yeast 108.1, RPL19A TOR yeast 100.9, proCasp3 act -6.0 and proCasp7 act -3.7.
For CCN1CCCC1CNC(=O)c1ccc2c(c1)N(Cc1ccccc1F)C(=O)c1ccccc1S2(=O)=O (stereo not given) the results were LAP4-GFP MLPCN 88.9, ZTA DNA inh 2.2, EBNA-1 inh -20.0, AHR act -2.0, MEP2-GFP yeast 107.2, RPL19A TOR yeast 104.5, proCasp3 act 3.0 and proCasp7 act 10.5.
For Cc1nn(CC(=O)NCCCN2CCC(Cc3ccccc3)CC2)c(=O)c2cc(-c3ccccc3)nn12 the results were LAP4-GFP MLPCN 102.2, ZTA DNA inh -13.1, EBNA-1 inh 1.1, AHR act -0.8, MEP2-GFP yeast 104.0, RPL19A TOR yeast 95.0, proCasp3 act -1.4 and proCasp7 act 9.8.
Screening S=C(Nc1ccc(Br)cc1)NC1CCCC1 returned LAP4-GFP MLPCN 94.0, ZTA DNA inh 6.4, EBNA-1 inh -8.1, AHR act 8.2, MEP2-GFP yeast 96.5, RPL19A TOR yeast 99.0, proCasp3 act 10.2 and proCasp7 act -8.4.
Screening CCCc1cc(=O)oc2cc(OCC(=O)N(C)C)c(Cl)cc12 returned LAP4-GFP MLPCN 96.2, ZTA DNA inh 3.5, EBNA-1 inh 1.8, AHR act 1.6, MEP2-GFP yeast 111.7, RPL19A TOR yeast 100.3, proCasp3 act -0.2 and proCasp7 act 15.0.
C=CCn1c(CSc2nc3ccccc3s2)nnc1SCC(=O)NCc1cccnc1 was read as LAP4-GFP MLPCN 90.4, ZTA DNA inh 5.8, EBNA-1 inh -3.3, AHR act 0.8, MEP2-GFP yeast 84.5, RPL19A TOR yeast 89.5, proCasp3 act -0.1 and proCasp7 act 0.0.
`CCCCN(Cc1ccccc1)S(=O)(=O)c1ccc2c(c1)n(C)c(=O)c(=O)n2C` gave LAP4-GFP MLPCN 106.5, ZTA DNA inh 5.9, EBNA-1 inh 1.8, AHR act 4.6, MEP2-GFP yeast 103.2, RPL19A TOR yeast 92.0, proCasp3 act -2.1 and proCasp7 act -6.1.
O=C1NN(c2ccccc2)C(=O)C2C3C=CC(C4CC34)C12 (stereo not given) was read as LAP4-GFP MLPCN 98.6, ZTA DNA inh 5.8, EBNA-1 inh 7.2, AHR act 1.9, MEP2-GFP yeast 98.5, RPL19A TOR yeast 99.2, proCasp3 act -3.3 and proCasp7 act 6.2.

A stretch from the list above, as a working copy:
`CCCCN(Cc1ccccc1)S(=O)(=O)c1ccc2c(c1)n(C)c(=O)c(=O)n2C` gave LAP4-GFP MLPCN 106.5, ZTA DNA inh 5.9, EBNA-1 inh 1.8, AHR act 4.6, MEP2-GFP yeast 103.2, RPL19A TOR yeast 92.0, proCasp3 act -2.1 and proCasp7 act -6.1.
O=C1NN(c2ccccc2)C(=O)C2C3C=CC(C4CC34)C12 (stereo not given) was read as LAP4-GFP MLPCN 98.6, ZTA DNA inh 5.8, EBNA-1 inh 7.2, AHR act 1.9, MEP2-GFP yeast 98.5, RPL19A TOR yeast 99.2, proCasp3 act -3.3 and proCasp7 act 6.2.

(continued)
For N#Cc1ccccc1NC(=O)CSc1cn[nH]n1 the results were LAP4-GFP MLPCN 96.1, ZTA DNA inh -20.1, EBNA-1 inh -9.1, AHR act 3.0, MEP2-GFP yeast 100.5, RPL19A TOR yeast 104.9, proCasp3 act 3.4 and proCasp7 act -1.2.
`O=C(c1cccc([N+](=O)[O-])c1)N1CCCC(C(=O)N2CCc3ccccc3C2)C1` (stereo not given) gave LAP4-GFP MLPCN 93.6, ZTA DNA inh 2.0, EBNA-1 inh -32.5, AHR act 0.4, MEP2-GFP yeast 101.8, RPL19A TOR yeast 100.5, proCasp3 act -3.6 and proCasp7 act -9.3.
Screening Cc1ccc2c(c1)C(=O)C(=O)N2Cc1ccccc1 returned LAP4-GFP MLPCN 106.2, AHR act 11.3, MEP2-GFP yeast 98.6, RPL19A TOR yeast 91.9, proCasp3 act 8.5 and proCasp7 act 12.3.
Screening Cc1ccc2[nH]c(=S)cc(C)c2c1 returned LAP4-GFP MLPCN 111.3, ZTA DNA inh 0.7, EBNA-1 inh -19.1, AHR act 15.5, MEP2-GFP yeast 97.8, RPL19A TOR yeast 95.9, proCasp3 act -7.8 and proCasp7 act -13.5.
COc1cc(CNCCN2CCOCC2)ccc1OCc1ccccc1Cl was read as LAP4-GFP MLPCN 95.9, ZTA DNA inh 4.4, EBNA-1 inh 5.8, AHR act -0.4, MEP2-GFP yeast 103.5, RPL19A TOR yeast 105.4, proCasp3 act 4.9 and proCasp7 act -3.9.
Screening C[C@@H]1C[C@H]2[C@@H]3CCC4=CC(=O)C=C[C@]4(C)[C@@]3(F)[C@@H](O)C[C@]2(C)[C@@]1(O)C(=O)CO returned LAP4-GFP MLPCN 90.1&109.8, ZTA DNA inh 2.1&-0.4, EBNA-1 inh 5.3, AHR act 13.3&10.9, MEP2-GFP yeast 130.2&97.0, RPL19A TOR yeast 83.0&107.4, proCasp3 act 11.7&-7.1 and proCasp7 act 1.0&1.3.
Screening COc1ccc(C(=O)NCC(=O)N2CCN(c3ncccn3)CC2)cc1OC returned LAP4-GFP MLPCN 104.3, ZTA DNA inh 2.1, AHR act -0.3, MEP2-GFP yeast 97.6, RPL19A TOR yeast 96.4, proCasp3 act 12.2 and proCasp7 act -1.4.
Cc1ccc(C(=O)/C=C/Nc2ccccn2)cc1 was read as LAP4-GFP MLPCN 107.4, ZTA DNA inh -9.6, EBNA-1 inh 5.6, AHR act -1.7, MEP2-GFP yeast 107.1, RPL19A TOR yeast 97.4, proCasp3 act 0.8 and proCasp7 act -4.4.
`CC(=O)N1N=C(c2cccc(NS(C)(=O)=O)c2)CC1c1ccc2c(c1)OCO2` (stereo not given) gave LAP4-GFP MLPCN 95.2, ZTA DNA inh 3.5, EBNA-1 inh -6.9, AHR act 8.8, MEP2-GFP yeast 97.5, RPL19A TOR yeast 96.6, proCasp3 act -2.5 and proCasp7 act -8.4.
CCOCCn1c(CN2CCN(CCO)CC2)nc2c1c(=O)n(C)c(=O)n2C was read as LAP4-GFP MLPCN 114.2, ZTA DNA inh -4.3, EBNA-1 inh 4.6, AHR act -1.4, MEP2-GFP yeast 94.2, RPL19A TOR yeast 98.4, proCasp3 act 2.3 and proCasp7 act -12.3.
For O=C(CN1C(=O)NC(Cc2c[nH]c3ccccc23)C1=O)NCCc1ccc(F)cc1 (stereo not given) the results were LAP4-GFP MLPCN 98.4, ZTA DNA inh -20.5, EBNA-1 inh -8.4, AHR act 3.4, MEP2-GFP yeast 118.8, RPL19A TOR yeast 99.0, proCasp3 act -8.7 and proCasp7 act 0.9.
COC(=O)[C@@H](NC(=O)Nc1ccc2c(c1)OCCO2)C(C)C was read as LAP4-GFP MLPCN 88.5, ZTA DNA inh -6.9, EBNA-1 inh -6.0, AHR act 0.5, MEP2-GFP yeast 94.1, RPL19A TOR yeast 88.4, proCasp3 act 5.2 and proCasp7 act -4.2.
For COc1ccc(/C=N/NC(=O)CNc2ccc(Br)cc2)c(C(=O)O)c1OC the results were LAP4-GFP MLPCN 92.2, ZTA DNA inh -5.5, EBNA-1 inh -10.1, AHR act 17.2, MEP2-GFP yeast 103.2, RPL19A TOR yeast 99.5, proCasp3 act -0.3 and proCasp7 act 5.0.
COc1ccc(N(CC(=O)N2CCCCCC2)S(C)(=O)=O)cc1Cl was read as LAP4-GFP MLPCN 98.2, ZTA DNA inh -13.2, EBNA-1 inh -3.3, AHR act -1.7, MEP2-GFP yeast 111.3, RPL19A TOR yeast 103.8, proCasp3 act -1.9 and proCasp7 act -2.5.
For CCCCC(=O)N/N=C(/C)C1=C(C)C(C)(C)OC1=O the results were LAP4-GFP MLPCN 103.2, ZTA DNA inh 6.2, EBNA-1 inh 14.2, AHR act 5.0, MEP2-GFP yeast 100.2, RPL19A TOR yeast 101.0, proCasp3 act 4.6 and proCasp7 act -0.4.
`Cc1cc(C)cc(N(C(=O)CNC(=O)c2cccs2)C(C(=O)NC2CCCC2)c2cccnc2)c1` (stereo not given) gave LAP4-GFP MLPCN 102.7, ZTA DNA inh -2.4, EBNA-1 inh 3.3, AHR act 2.6, MEP2-GFP yeast 99.2, RPL19A TOR yeast 95.5, proCasp3 act 4.3 and proCasp7 act 16.1.
`COc1cc(OC)cc(-c2cc3nc(C)c(CCC(=O)Nc4nc(C)cs4)c(C)n3n2)c1` gave LAP4-GFP MLPCN 101.5, ZTA DNA inh -1.1, EBNA-1 inh 4.1, AHR act -4.0, MEP2-GFP yeast 114.1, RPL19A TOR yeast 101.1, proCasp3 act -1.6 and proCasp7 act 11.2.
For O=S(=O)(c1ccc(Br)s1)N1CCN(CCc2ccccc2)CC1 the results were LAP4-GFP MLPCN 106.2, ZTA DNA inh -12.3, AHR act 0.6, MEP2-GFP yeast 93.4, RPL19A TOR yeast 92.3, proCasp3 act 4.0 and proCasp7 act 2.8.
Screening COc1ccc(CCNC(=O)CC2SC(=NCCc3ccccc3)NC2=O)cc1OC (stereo not given) returned LAP4-GFP MLPCN 92.1, ZTA DNA inh -18.6, EBNA-1 inh -12.4, AHR act -0.5, MEP2-GFP yeast 93.9, RPL19A TOR yeast 99.5, proCasp3 act -23.8 and proCasp7 act -33.5.
`COc1ccc(C(=O)CN2C(=O)c3ccccc3C2=O)cc1` gave LAP4-GFP MLPCN 107.8, ZTA DNA inh -1.6, EBNA-1 inh 4.3, AHR act -2.1, MEP2-GFP yeast 103.8, RPL19A TOR yeast 97.3, proCasp3 act -0.4 and proCasp7 act 2.8.
Cc1cc(C(=O)Nc2ccccc2Cl)n(-c2ccccc2)n1 was read as LAP4-GFP MLPCN 106.8, ZTA DNA inh 8.0, EBNA-1 inh 8.8, AHR act 16.4, MEP2-GFP yeast 98.1, RPL19A TOR yeast 101.0, proCasp3 act 8.8 and proCasp7 act 6.7.
`c1cncc(Nc2nc(-c3ccncc3)cs2)c1` gave LAP4-GFP MLPCN 91.3, ZTA DNA inh -4.2, EBNA-1 inh -3.0, AHR act 3.8, MEP2-GFP yeast 97.8, RPL19A TOR yeast 90.9, proCasp3 act -9.6 and proCasp7 act -4.0.
`Cc1cccc(OCC(=O)OCC(=O)c2c(N)n(C)c(=O)n(C)c2=O)c1` gave LAP4-GFP MLPCN 96.7, ZTA DNA inh -5.1, EBNA-1 inh -4.4, AHR act -3.1, MEP2-GFP yeast 103.5, RPL19A TOR yeast 95.1, proCasp3 act -0.8 and proCasp7 act 4.0.
Cc1cccc(NS(=O)(=O)c2cccc(C(=O)NCC(C)(C)N3CCOCC3)c2)c1 was read as LAP4-GFP MLPCN 86.6, ZTA DNA inh -2.1, EBNA-1 inh -10.1, AHR act 16.3, MEP2-GFP yeast 93.1, RPL19A TOR yeast 102.6, proCasp3 act -8.7 and proCasp7 act 4.3.
